# MRP-1 activ: activators of MRP-1; H69AR cells + doxorubicin, viability rescue, CellTiter-Glo; 140,000 compounds, 0.61% hits; viability increase, % at 10 µM;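 active means viability gain under doxorubicin at or above a set limit, the compound median plus 3 SD, cut at about 4.7% in these data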;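 further: MRP-1 overexpressing cells given doxorubicin 25 µM after compound pretreatment; 18-22 h compound pretreatment then 72 h with doxorubicin before readout; 0% = doxorubicin-only wells and 100% = vehicle-treated cells without doxorubicin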
# Measles CPE: protection of cells from measles virus. protection (pct of control), % at 4 µM. Measles virus-infected cells, CPE protection, absorbance. 140,000 compounds, 1.5% hits. AID 841; in the data active means protection mostly above about 24%, no sharp cut-off; inactive means mostly below about 26%; further: some compounds called inactive have numbers as strong as hits
# Phagocytosis inh: macrophage phagocytosis inhibition. J774A.1 macrophage IgG-bead phagocytosis, imaging. inhibition, % at 5 µM. 110,000 compounds, 0.07% hits. AID 1029;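 active means inhibition above the mean of the plate negative controls plus 5 SD, cut at about 13% in these data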;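 further: phagocytic index as fraction of beads internalized from green versus red external bead signal; plate controls were DMSO negative control for no effect and cytochalasin-D positive control for full effect; some results beyond the cut were filed as inactive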
# HCT116 PTEN-null: PTEN-deleted cell growth suppression; 140,000 compounds, 1.2% hits; viability, % at 10 µM; HCT116 PTEN-null viability, CellTiter-Glo, 60 h; active compounds read low;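 active means viability at or below a set limit, 4 SD under the median of all tested compounds, cut at about 3.7% in these data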;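 further: PTEN knockout HCT116 line with beta catenin targeted HCT116 as companion control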
# NPY Y2 blocker: antagonists of human neuropeptide Y receptor Y2; P49146; NPY-Y2 expressing cells, antagonist mode; inhibition, % at 2.7 µM; 140,000 compounds, 0.99% hits; AID 793; in the data active means inhibition above about 17%;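 further: 0% = vehicle with agonist challenge and 100% = reference antagonist with challenge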
# Target sequence (P49146 whole entry, looked up): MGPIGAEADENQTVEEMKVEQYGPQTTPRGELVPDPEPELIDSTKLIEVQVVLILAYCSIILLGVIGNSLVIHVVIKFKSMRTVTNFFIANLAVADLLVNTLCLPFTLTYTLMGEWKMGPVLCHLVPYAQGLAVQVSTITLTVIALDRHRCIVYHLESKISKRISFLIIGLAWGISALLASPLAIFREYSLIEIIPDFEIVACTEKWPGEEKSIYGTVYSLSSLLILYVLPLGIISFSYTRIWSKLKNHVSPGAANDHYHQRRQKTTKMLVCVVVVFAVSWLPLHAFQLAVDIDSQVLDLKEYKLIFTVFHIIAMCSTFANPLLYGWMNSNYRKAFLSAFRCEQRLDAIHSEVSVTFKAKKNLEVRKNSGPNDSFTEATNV
# E-sel TNF inh: TNF alpha driven E-selectin expression inhibition. HUVEC TNFa-induced E-selectin immunofluorescence, high content. inhibition, % at 2 µM. 120,000 compounds, 0.71% hits;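 active means inhibition above the batch mean plus 3 SD, and confirmed as a hit on visual image review, cut at about 43% in these data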;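 further: 0% = TNF-stimulated DMSO wells and 100% = unstimulated control wells; not every result past the cut was called active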
# Yeast life ext: yeast lifespan extension; S. cerevisiae growth with nicotinamide, OD615; deaD strain in restrictive glucose medium; inhibition of the nicotinamide effect, % at 10 µM; 130,000 compounds, 0.68% hits;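 active means inhibition above a set limit, placed 3 SD over the median of all compounds, cut at about 26% in these data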;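 further: 0% = nicotinamide-treated wells and 100% = cells grown without nicotinamide; some compounds called inactive have numbers as strong as hits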
#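 Buffer or medium: CSMM-D glucose medium, restrictive; test system: modified budding yeast, DeaD strain; compound: single dose 10 µM compound, 0.25% DMSO; schedule: culture preincubation 4 h, compound exposure 48 h, both 30 °C; detection: optical density (absorbance) at 615 nm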
# HCT116 bCat-KO: beta-catenin-lacking colon tumor cell growth suppression. AID 818. viability, % at 10 µM. HCT116 beta-catenin knockout viability, CellTiter-Glo, 60 h; active compounds read low. 140,000 compounds, 1.5% hits;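 active means viability at or under a set limit, the compound median less 4 SD, cut at about 6% in these data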;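 further: 0% = Hyamine 1622 control at 20 µM and 100% = untreated cell control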
# GALR2 antag: antagonists of human galanin receptor 2 (GALR2) | 140,000 compounds, 0.39% hits | O43603 | GALR2-expressing cells, antagonist mode | inhibition, % at 4 µM; in the data active means inhibition above about 27%;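 further: cells stimulated with galanin 1-16 at roughly its EC80; 0% = agonist challenge control and 100% = basal control without agonist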
# Target sequence (O43603 whole entry, looked up): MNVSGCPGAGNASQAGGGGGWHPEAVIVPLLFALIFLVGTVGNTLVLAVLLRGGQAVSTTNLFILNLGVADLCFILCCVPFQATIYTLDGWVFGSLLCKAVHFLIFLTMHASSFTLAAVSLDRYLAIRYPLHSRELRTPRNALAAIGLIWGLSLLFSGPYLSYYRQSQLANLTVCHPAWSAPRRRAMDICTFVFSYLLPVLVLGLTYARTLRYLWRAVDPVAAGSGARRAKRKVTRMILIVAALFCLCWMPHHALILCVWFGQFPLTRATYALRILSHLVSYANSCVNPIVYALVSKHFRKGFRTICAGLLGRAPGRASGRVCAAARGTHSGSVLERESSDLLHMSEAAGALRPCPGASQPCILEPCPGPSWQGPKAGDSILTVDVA
# BB579 growth dn: yeast BB579 growth reduction in restrictive medium | S. cerevisiae BB579 growth, OD615, 48 h | 140,000 compounds, 0.51% hits | inhibition, % at 10 µM;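 active means inhibition above a set limit, 3 SD over the mean compound inhibition, cut at about 44% in these data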; further: inactives centre near -24
#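 Test system: Saccharomyces cerevisiae DeaD strain BB579, replicative lifespan model yeast | Buffer or medium: Restrictive CSMM-D medium | Doses: One dose, 10 µM compound with 0.25% DMSO | Incubation: 48 h exposure, 30 °C | Detection: Culture absorbance at 615 nm | Control set: Amphotericin B at 10 µg/mL as positive control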
# Active calls of the source: *; · = not tested or not shown.
SMILES	Phagocytosis inh	HCT116 PTEN-null	Yeast life ext	GALR2 antag	HCT116 bCat-KO	MRP-1 activ	NPY Y2 blocker	E-sel TNF inh	BB579 growth dn	Measles CPE
CC(C)CCOc1ccc(C(CC(N)=O)C(=O)O)cc1 (stereo unspecified)	-1	98	-8	4	95	0.9	2	31	-34	7
CC(C)C(CCNC(=O)CC(Cc1ccccc1)c1ccco1)c1ccco1 (stereo unspecified)	·	65	-8	-15	71	-2.6	3	23	-25	24
CC1(NC(=S)N(CCO)CCO)CCS(=O)(=O)C1 (stereo unspecified)	-1	96	3	-7	97	-0.7	2	·	-17	31
COc1ccc(C=NCC2OCCc3ccccc32)cc1OC (stereo unspecified)	-10	101	4	4	101	-2.2	-1	·	-49	6
O=C(/C=C/c1ccc(F)cc1)NCC1(c2ccccc2)CCOCC1	-3	87	3	-15	91	-2.1	3	·	-15	3
COc1cccc(Oc2cnc(N)nc2-c2ccc(OC)cc2O)c1	-1	14	-13	9	20	-1.2	6	24	-52	15
Cc1cc(OC(=O)c2ccccc2)n(CCC#N)n1	-1	84	8	2	85	-0.2	-1	-7	8	18
COc1ccc(C(=O)NCC(=O)OCc2ccc(Br)cc2)cc1	-9	96	-3	6	94	-1.6	4	11	-23	9
CC(C)COC(=O)C(C#N)c1nc2ccccc2nc1N1CCN(Cc2ccc3c(c2)OCO3)CC1 (stereo unspecified)	0	69	-10	-1	77	-0.7	2	1	-43	3
CS(=O)(=O)N1CCN(C2Cc3ccccc3C2)CC1	0	98	-2	-9	92	-3.3	1	-1	-14	22
COC(=O)c1cc(OC)c(OC)cc1NC(=S)N1CCC(C(N)=O)CC1	-2	91	-2	-15	89	-1.5	2	27	-32	3
O=C(CNC(=O)c1ccc2ccccc2c1)OCC(=O)N1CCN(S(=O)(=O)c2ccc3ccccc3c2)CC1	-10	88	-3	2	83	-0.8	-3	·	-25	4
O=C1C2C3C=CC(C3)C2C(=O)N1c1n[nH]c(-c2ccccc2)n1 (stereo unspecified)	-1	94	-4	1	88	-0.7	-2	-42	-18	2
Cc1cccc2cc(CN(CC3CCCO3)C(=S)NCc3ccco3)c(=O)[nH]c12 (stereo unspecified)	1	92	3	7	99	-1.5	0	-2	-17	31*
Cc1cccc(OCCNC(=S)NC(=O)c2cccnc2)c1	-7	92	-11	3	88	-2.5	8	-4	-16	17
N#Cc1nc(-c2cccs2)oc1NCc1ccccc1	·	89	-22	15	99	-3.0	4	12	1	7
O=C(c1ccc(Cl)cc1)c1ccc(OCC(=O)N2CCOCC2)cc1	·	71	-21	8	74	-1.9	2	-19	-18	3
CC(=O)OC(C(=O)NC1CCCCC1)c1ccncc1 (stereo unspecified)	·	98	1	0	100	-1.7	0	-4	-15	11
COc1ccccc1Nc1nnc(SCC(=O)c2cc(C)n(CC3CCCO3)c2C)s1 (stereo unspecified)	-2	87	-4	6	94	1.1	3	-2	-35	3
N#Cc1cn(-c2ccccc2)nc1-c1ccco1	3	92	-7	-7	91	-4.6	6	-27	-21	16
O=C1C2CCCN2c2ccc(S(=O)(=O)N3CCOCC3)cc2N1Cc1cccc(C(F)(F)F)c1 (stereo unspecified)	2	98	-22	6	104	-4.2	-2	-59	-39	4
COC(=O)CN1C(=O)Nc2ccc(Br)cc2C1c1ccccc1 (stereo unspecified)	·	75	·	12	77	1.2	2	16	-11	4
O=C1CC(N2CCOCC2)C(=O)N1c1cc(Cl)cc(Cl)c1 (stereo unspecified)	1	90	-9	0	101	1.6	0	-20	-18	4
CN(C(=O)c1ccncc1)c1nnc(-c2ccncc2)s1	2	102	-13	0	98	0.6	5	·	-58	13
Cc1ccc(Nc2ccc(S(=O)(=O)N3CCOCC3)cc2[N+](=O)[O-])c(C)c1	-6	83	14	-14	90	-1.6	3	30	-36	14
COc1ccc(CNC(=O)c2cc(C3CC3)on2)cc1	0	91	-12	·	96	-2.1	·	·	18	35
COc1ccc(S(=O)(=O)n2nc(OC(=O)c3ccccc3Br)cc2N)cc1	0	88	26	11	91	-3.1	1	-2	-9	4
COc1cc(S(=O)(=O)N2CCN(Cc3ccccc3)CC2)ccc1Br	-1	110	2	-5	97	0.2	5	-5	-62	14
Cc1cc(C)nc(NC(=O)CSc2nc3ccccc3o2)n1	2	87	0	4	96	-0.2	-2	3	-23	9
COc1ccc(S(=O)(=O)NCCSC(C)(C)C)cc1Cl	-1	88	8	-12	93	-2.2	-2	8	-14	20
O=C1ON=C(c2ccccc2)/C1=C/c1ccc(OS(=O)(=O)c2ccccc2)cc1	-1	91	11	-7	88	-2.3	3	·	58*	4
O=C(O)c1ccc(S(=O)(=O)c2ccccc2)cc1	0	90	-2	1	94	-2.8	-3	-11	1	10
O=C(Cc1ccccc1)NCCCc1ccccc1	-1	106	-10	1	103	0.3	1	·	-28	6
CC(C)CC(=O)NC1(C(F)(F)F)C(=O)N(Cc2ccccc2)C2=C1C(=O)CC(C)(C)C2 (stereo unspecified)	·	97	-14	12	96	-1.3	0	-1	-13	14
O=C(O)c1ccc(N2Cc3ccccc3C2)cc1O	1	96	-15	-3	93	-1.2	4	-9	-24	71*
CCC(C)NCCOc1cccc(Br)c1 (stereo unspecified)	6	85	6	-1	91	-2.4	2	·	-36	15
COc1ccc(CCC(=O)N2CCN(C3CCCCC3)CC2)cc1	2	88	-13	4	93	-2.6	9	-3	24	5
COc1ccc2cc(/C=C/C(=O)c3ccco3)c(Cl)nc2c1	0	42	-1	3	47	-2.8	3	9	-51	21
Cc1ccccc1NC(=O)c1cn(-c2ccccc2)nc1-c1ccccc1	-12	78	-6	2	90	-1.1	0	·	3	11
COc1ccc(OC)c(NC(=O)Nc2ccccc2C)c1	-2	104	-13	11	103	0.6	2	·	-47	24
Cn1c(Cc2ccccc2)nnc1SCC(=O)c1ccc(Br)s1	-1	90	-2	-1	100	-2.1	-2	-20	-16	17
CCOC(=O)C1CCN(C(=O)c2sc3nc(-c4ccc(F)cc4)cn3c2C)CC1	-2	72	-13	-3	68	-2.1	1	0	-13	11
CCCCc1c(O)nc(SCC(=O)N2CCOCC2)[nH]c1=O	-1	95	-2	14	101	-0.4	2	-12	2	31
COc1ccc(C(=O)Nc2cccc(C(=O)N3CCN(C)CC3)c2)cc1	0	96	-5	10	93	-2.4	1	-2	28	24
O=C1NC(=O)C2(COC(c3ccncc3)OC2)S1 (stereo unspecified)	5	93	0	6	84	0.7	-1	-6	-1	10
Cc1[nH]c2ccccc2c1C(=O)CN1CCCCC1C (stereo unspecified)	0	90	-4	5	93	-0.8	1	-20	-22	3
O=C(NCc1ccccn1)c1nnc(Cc2ccc(Cl)cc2)o1	·	100	-1	6	94	1.4	2	-18	-34	6
CCN(CC)c1ccc(/C=N/NC(=S)NCc2ccco2)cc1	-3	65	-4	10	64	-1.8	6	·	2	11
O=C(Cn1cc(/C=N/NC(=O)c2cccc(C(F)(F)F)c2)c2ccccc21)Nc1ccc(F)cc1	·	60	-2	-7	88	-2.0	-2	-36	3	5
CC[N+](CC)(CC#Cc1ccccc1)CC(=O)c1ccc(Cl)cc1	-11	69	2	3	70	-3.7	4	·	11	12
C/C(CC(=O)NC(C)C)=N\NC(=O)COc1cc(C)c(Br)cc1Br	-7	94	9	-1	101	-0.7	2	·	-5	12
Cc1ccc(C)c(C(=O)COC(=O)c2cccc(N3C(=O)c4c(C)nc5ccccc5c4C3=O)c2)c1	-3	101	7	13	88	0.0	1	·	-38	16
O=C(Nc1ccccc1Cl)NC1(C(=O)NCCCN2CCOCC2)CCCCC1	-2	76	-8	-3	82	-0.7	2	·	11	2
Cc1ccc(SCC(=O)N2CCOCC2)cc1	·	99	-3	-3	91	-0.5	2	3	-43	18
Nc1nc(N2CCCCC2)nc2ccccc12	-1	80	11	10	88	-3.0	1	-1	-28	6

# 10 structures from above, ordered by length of the SMILES, descending:
SMILES	Phagocytosis inh	HCT116 PTEN-null	Yeast life ext	GALR2 antag	HCT116 bCat-KO	MRP-1 activ	NPY Y2 blocker	E-sel TNF inh	BB579 growth dn	Measles CPE
Cc1ccc(C)c(C(=O)COC(=O)c2cccc(N3C(=O)c4c(C)nc5ccccc5c4C3=O)c2)c1	-3	101	7	13	88	0.0	1	·	-38	16
O=C(Cn1cc(/C=N/NC(=O)c2cccc(C(F)(F)F)c2)c2ccccc21)Nc1ccc(F)cc1	·	60	-2	-7	88	-2.0	-2	-36	3	5
CCOC(=O)C1CCN(C(=O)c2sc3nc(-c4ccc(F)cc4)cn3c2C)CC1	-2	72	-13	-3	68	-2.1	1	0	-13	11
C/C(CC(=O)NC(C)C)=N\NC(=O)COc1cc(C)c(Br)cc1Br	-7	94	9	-1	101	-0.7	2	·	-5	12
O=C(Nc1ccccc1Cl)NC1(C(=O)NCCCN2CCOCC2)CCCCC1	-2	76	-8	-3	82	-0.7	2	·	11	2
CC[N+](CC)(CC#Cc1ccccc1)CC(=O)c1ccc(Cl)cc1	-11	69	2	3	70	-3.7	4	·	11	12
O=C(NCc1ccccn1)c1nnc(Cc2ccc(Cl)cc2)o1	·	100	-1	6	94	1.4	2	-18	-34	6
Cc1[nH]c2ccccc2c1C(=O)CN1CCCCC1C (stereo unspecified)	0	90	-4	5	93	-0.8	1	-20	-22	3
Cc1ccc(SCC(=O)N2CCOCC2)cc1	·	99	-3	-3	91	-0.5	2	3	-43	18
Nc1nc(N2CCCCC2)nc2ccccc12	-1	80	11	10	88	-3.0	1	-1	-28	6

# Source: PubChem BioAssay
